Source: PubChem BioAssay (The Scripps Research Institute Molecular Screening Center)
TAAR1 agonist: human TAAR1 agonism; CHO RD-HGA16 TAAR1, Fluo-8 calcium fluorescence; vehicle wells 0%, saturating PEA agonist 100%; actives 0.99% (n = 360,000); Q96RJ0; activation, % at 3 µM;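 active = activation above the mean activation of all test compounds in the run plus 3 SD, cut at about 38% in these data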
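Repeats: no replicates (n 1) | Material: CHO-derived RD-HGA16 cells with stable Gα16 and human TAAR1 | Technique: Kinetic Fluo-8 calcium fluorescence | Schedule: 17-24 h seeding, 75 min 37 °C dye, 30 min RT | Evaluation: % activation from peak over basal fluorescence ratio, DMSO-to-PEA scaled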
TAAR1 antag: human TAAR1 antagonism. inhibition, % at 3 µM. Q96RJ0. actives 1.5% (n = 360,000). CHO RD-HGA16 TAAR1, Fluo-8 calcium fluorescence, antagonist. AID 624466;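 active = inhibition above a per-plate cutoff, the mean inhibition of test compounds on that plate plus 3 SD, cut at about 49% in these data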;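 also: 0% = DMSO plus EC80 beta-PEA response and 100% = DMSO alone without agonist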
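Material: RD-HGA16 CHO cells with stable hTAAR1 and Gα16; Dosing: single nominal final test compound concentration of 3 µM; Schedule: seeding 17-24 h prior, 75-min 37 °C, 30-min RT dye loading; Detection: kinetic Fluo-8 calcium fluorescence measurement; Measure: % inhibition from peak post-agonist over basal fluorescence ratio; Benchmarks: vehicle and agonist controls.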
M1 ag: activates human CHRM1 receptor; activation, % at 3 µM; CHO-K1 hM1, Fluo-8 calcium fluorescence, agonist mode; 0% DMSO, 100% acetylcholine EC100; actives 0.33% (n = 360,000);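 active = activation above the run's mean compound activation plus 3 SD, cut at about 16% in these data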;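 also: peak over basal fluorescence ratio within a 140 s kinetic read after compound addition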
Target sequence (P11229 whole entry, looked up): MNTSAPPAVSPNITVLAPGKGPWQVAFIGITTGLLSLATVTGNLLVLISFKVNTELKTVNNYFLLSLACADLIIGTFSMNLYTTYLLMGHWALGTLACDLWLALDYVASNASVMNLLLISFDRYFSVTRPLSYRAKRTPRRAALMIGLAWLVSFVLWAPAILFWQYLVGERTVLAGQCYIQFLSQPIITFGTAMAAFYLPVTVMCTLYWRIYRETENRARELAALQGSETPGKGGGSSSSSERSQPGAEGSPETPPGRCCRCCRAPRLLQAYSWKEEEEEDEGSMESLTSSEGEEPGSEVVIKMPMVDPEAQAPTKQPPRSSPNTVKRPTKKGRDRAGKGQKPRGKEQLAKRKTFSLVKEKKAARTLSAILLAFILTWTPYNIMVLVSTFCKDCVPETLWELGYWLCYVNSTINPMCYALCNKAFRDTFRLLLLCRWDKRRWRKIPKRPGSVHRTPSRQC
CHO parental Ca: signal in parental CHO cells, OX1R antagonist counter-screen | parental CHO-K1, ATP-induced calcium, Fluo-8 fluorescence | inhibition, % at 5.6 µM | actives 0.63% (n = 330,000);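 active = inhibition above that plate's mean sample inhibition plus 3 SD, cut at about 26% in these data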;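 also: 0% = ATP-challenged DMSO wells and 100% = DMSO wells without ATP; some compounds past the cut are filed as inactive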
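Assay system: untransfected parental CHO cell line. Also added: ATP agonist challenge. Dosing: one dose, 5.6 µM nominal. Measured by: Fluo-8 fluorescence. Read-out: % inhibition. Benchmarks: ATP wells versus no-ATP DMSO wells. Repeats: no replicates.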
V1R ag counter: counter-screen for oxytocin receptor agonists: human V1a receptor agonists | AID 2797 | CHO-V1R cells, Fluo-8 calcium fluorescence, agonist mode; 0% DMSO, 100% 3 nM vasopressin | actives 0.25% (n = 320,000) | activation, % at 3 µM | P37288;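 active = activation above the mean activation of all tested compounds plus 3 SD, per screening run, cut at about 20% in these data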;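 also: signal is peak over basal fluorescence ratio across a 100 second FLIPR read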
M1 antag: blocks human M1 muscarinic receptor; P11229; CHO-K1 hM1, Fluo-8 calcium fluorescence, ACh EC80 antagonist; inhibition, % at 3 µM; actives 1.3% (n = 360,000);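 active = percent inhibition above its own plate's cutoff, namely the mean of that plate's compound wells plus 3 SD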;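 also: peak over basal fluorescence ratio during 140 s after agonist addition; 0% = ACh EC80 plus DMSO and 100% = DMSO alone without agonist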
OXTR ag: activates the human oxytocin receptor. CHO-OTR cells, Fluo-8 calcium fluorescence; normalized: DMSO 0%, oxytocin 100%. AID 2435. actives 0.32% (n = 320,000). activation, % at 3 µM. P30559;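 active = activation above the mean of all tested compounds plus 3 SD, cutoff set per screening run, cut at about 20% in these data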;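 also: peak over basal fluorescence ratio from a 100 s FLIPR kinetic read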
Target sequence (P30559 whole entry, looked up): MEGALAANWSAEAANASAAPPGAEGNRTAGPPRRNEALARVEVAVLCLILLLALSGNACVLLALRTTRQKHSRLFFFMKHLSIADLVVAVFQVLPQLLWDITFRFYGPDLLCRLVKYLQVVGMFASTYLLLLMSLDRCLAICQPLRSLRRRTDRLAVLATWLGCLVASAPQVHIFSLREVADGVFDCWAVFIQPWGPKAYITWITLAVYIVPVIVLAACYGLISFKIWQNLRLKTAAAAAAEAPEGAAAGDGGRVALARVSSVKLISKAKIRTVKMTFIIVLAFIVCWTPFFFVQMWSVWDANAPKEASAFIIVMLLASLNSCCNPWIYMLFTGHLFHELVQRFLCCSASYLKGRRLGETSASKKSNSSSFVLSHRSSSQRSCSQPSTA
CHRM1 PAM: human CHRM1 positive allosteric modulation; P11229; CHO-K1 hM1, Fluo-8 calcium fluorescence, ACh EC20; 0% = ACh EC20, 100% = maximal ACh; activation, % at 3 µM; actives 0.088% (n = 360,000); AID 588819; in the data active = activation above about 19%, passing the limit was not always enough
OXTR potentiator: human OXTR potentiation. CHO-OTR cells, Fluo-8 calcium fluorescence, potentiator mode; 0% = oxytocin EC15, 100% = EC100. P30559. activation, % at 3 µM. AID 2445. actives 0.061% (n = 320,000);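 active = activation above that plate's cutoff, the mean activation of tested compounds plus 3 SD, cut at about 6.6% in these data, passing the limit was not always enough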;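 also: 100% uses oxytocin at 75 nM as the full agonist control; some results filed as inactive read as strong as hits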
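Material: CHO-OTR cells, human receptor; compound dosing: single dose, 3.0 µM nominal final compound concentration; schedule: 6 min compound pre-incubation at room temperature, 100 s kinetic read; measured by: kinetic Fluo-8 calcium fluorescence; read-out basis: % activation vs EC15 and EC100 oxytocin; controls: EC15 oxytocin alone as 0%, 75 nM oxytocin as 100%; replicates: singlicate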
Numbers without * were called inactive; x = not tested or not shown; & = joins results of further samples.

A first look (4 entries):
(1) CC(=O)N1CCN(CC(=O)Nc2cc(S(=O)(=O)N3CCOCC3)ccc2C)CC1
(2) CCN(CC)S(=O)(=O)c1ccc(N2CCN(C)CC2)c(NC(=O)CSCC(=O)Nc2cccc(C)c2)c1
(3) Cn1c(SCC(=O)N2c3ccccc3CCc3ccccc32)nnc1-c1cc2ccccc2cc1O
(4) CN(C)S(=O)(=O)c1ccc(NC(=O)CN2CCCC2c2ccc3c(c2)OCCCO3)cc1 (stereo not drawn)
screen / no.	1	2	3	4
TAAR1 agonist	2	3	1	8
TAAR1 antag	-18	-14	-2	-13
M1 ag	-2	-8	-7	-5
CHO parental Ca	-8	-12	-19	-9
V1R ag counter	0.2	-0.3	0.0	2.8
M1 antag	5	0	-2	0
OXTR ag	0.6	0.1	-1.4	4.0
CHRM1 PAM	3	0	-7	10
OXTR potentiator	2	1	-8	-6

Main list, from the start:
(1) CC(=O)N1CCN(CC(=O)Nc2cc(S(=O)(=O)N3CCOCC3)ccc2C)CC1
(2) CCN(CC)S(=O)(=O)c1ccc(N2CCN(C)CC2)c(NC(=O)CSCC(=O)Nc2cccc(C)c2)c1
(3) Cn1c(SCC(=O)N2c3ccccc3CCc3ccccc32)nnc1-c1cc2ccccc2cc1O
(4) CN(C)S(=O)(=O)c1ccc(NC(=O)CN2CCCC2c2ccc3c(c2)OCCCO3)cc1 (stereo not drawn)
(5) C=CCNC(=O)CN(c1ccc(F)c(Cl)c1)S(C)(=O)=O
(6) CCCN1C2CCCC1CC(NC(=O)c1cc(OC)cc(OC)c1)C2 (stereo not drawn)
(7) CC(C)NC(=O)c1onc(CSc2cccc(F)c2)c1C(=O)O
(8) O=C(NC(NC(=O)c1ccccc1)c1ccccc1)c1ccccc1
screen / no.	1	2	3	4	5	6	7	8
TAAR1 agonist	2	3	1	8	x	4	16	3
TAAR1 antag	-18	-14	-2	-13	x	-7	-1	2
M1 ag	-2	-8	-7	-5	-5	-9	-1	0
CHO parental Ca	-8	-12	-19	-9	6	-6	-3	-4
V1R ag counter	0.2	-0.3	0.0	2.8	0.9	0.3	1.6	-0.9
M1 antag	5	0	-2	0	-13	-13	17	-2
OXTR ag	0.6	0.1	-1.4	4.0	0.5	-0.5	0.2	0.3
CHRM1 PAM	3	0	-7	10	14	-2	-6	8
OXTR potentiator	2	1	-8	-6	-3	-13	0	3

Looked up above.
Under CHO parental Ca, cpd 2 is listed with -12
Under OXTR ag, cpd 1 is listed with 0.6
Under M1 ag, cpd 5 is listed with -5
Under TAAR1 antag, cpd 7 is listed with -1
Under TAAR1 antag, cpd 6 is listed with -7

Next records follow:
(9) O=c1c2cc([N+](=O)[O-])ccc2nc(CN2CCN(c3ccccn3)CC2)n1-c1ccccc1F
(10) Cc1cc(C)c(NC(=O)c2ccccc2C(=O)c2ccccc2)c(C)c1
(11) O=C1NCCNC1c1ccccc1 (stereo not drawn)
(12) COc1ccc(C(c2nnnn2-c2ccc3c(c2)OCCO3)N2CCN(C/C=C/c3ccccc3)CC2)cc1 (stereo not drawn)
(13) Cc1ccccc1-n1c(C)nnc1SC(C)C(=O)NCC1CCCO1 (stereo not drawn)
(14) O=C(/C=C\Nc1ccccc1Br)c1ccc2c(c1)OCO2
(15) COc1cc(CN2CCCC(C(=O)Nc3ccccc3Oc3cccnc3)C2)ccc1F (stereo not drawn)
(16) Cc1nc(SCC(=O)NCC2CCCO2)c2cc(-c3ccccc3)sc2n1 (stereo not drawn)
screen / no.	9	10	11	12	13	14	15	16
TAAR1 agonist	6	14	3	3	10	2	-1	0
TAAR1 antag	29	14	-10	-5	-22	-20	-18	9
M1 ag	-1	-5	0	-6	-2	-4	-6	5
CHO parental Ca	-12	-21	x	x	4	-15	-24	-35
V1R ag counter	0.2	4.8	x	x	-0.3	-0.3	-0.8	1.5
M1 antag	23	1	-6	94*	3	4	-9	-6
OXTR ag	-0.5	8.1	x	x	0.6	-0.2	-2.0	1.4
CHRM1 PAM	-7	5	5	-26	2	3	-1	13
OXTR potentiator	-3	-11	x	x	2	0	-18	-7

Whole records from above. Order of values: TAAR1 agonist	TAAR1 antag	M1 ag	CHO parental Ca	V1R ag counter	M1 antag	OXTR ag	CHRM1 PAM	OXTR potentiator
`CC(C)NC(=O)c1onc(CSc2cccc(F)c2)c1C(=O)O` across the screens: 16	-1	-1	-3	1.6	17	0.2	-6	0
`COc1ccc(C(c2nnnn2-c2ccc3c(c2)OCCO3)N2CCN(C/C=C/c3ccccc3)CC2)cc1` (stereo not drawn) across the screens: 3	-5	-6	x	x	94*	x	-26	x
`CC(=O)N1CCN(CC(=O)Nc2cc(S(=O)(=O)N3CCOCC3)ccc2C)CC1` across the screens: 2	-18	-2	-8	0.2	5	0.6	3	2
`O=C1NCCNC1c1ccccc1` (stereo not drawn) across the screens: 3	-10	0	x	x	-6	x	5	x
`Cc1ccccc1-n1c(C)nnc1SC(C)C(=O)NCC1CCCO1` (stereo not drawn) across the screens: 10	-22	-2	4	-0.3	3	0.6	2	2

Other results follow.
(17) CCOc1ccccc1-c1cc(C(=O)N/N=C/c2ccc(O)c(OC)c2)c2ccccc2n1
(18) Cc1cccc(CN2CCC(C(=O)Nc3cccc(-c4cscn4)c3)CC2)n1
(19) COc1cc(/C=C2\SC(=S)N(CCC(=O)Nc3ccc(O)cc3)C2=O)cc(OC)c1OC
(20) O=S1(=O)C=C(SCCN2CCCC2)c2ccccc21
(21) N#Cc1ccc(/C=C2\CCCCn3c2nc2cc(C(=O)O)ccc2c3=O)cc1
(22) COc1cnc(-c2ccccn2)nc1Sc1ccccc1Cl
(23) C/C(=N\Nc1nccnc1Cl)c1ccc(O)c(C)c1
(24) Cc1cc(NC(=O)C(C)SCC(=O)NCc2ccc(F)cc2)no1 (stereo not drawn)
screen / no.	17	18	19	20	21	22	23	24
TAAR1 agonist	8	0	7	10	-4	15	0	-1
TAAR1 antag	35	7	29	0	7	9	-19	-12
M1 ag	-3	-5	-4	-5	-1	-5	-5	6
CHO parental Ca	-20	-23	-22	6	8	-16	-5	-8
V1R ag counter	1.0	2.0	12	-0.4	0.4	-0.1	-0.1	0.9
M1 antag	19	-2	5	-8	-12	-2	-16	-1
OXTR ag	1.5	0.9	0.5	-0.4	0.1	-0.5	-1.2	-1.3
CHRM1 PAM	-11	-3	2	6	19	9	5	16
OXTR potentiator	-10	-5	-10	-14	-4	0	1	-4

(25) COc1ccc2oc(=O)c(C(=O)Nc3ccccc3O)cc2c1
(26) CCc1c(C)[nH]n(-c2nc(-c3cccc([N+](=O)[O-])c3)cs2)c1=O
(27) Cc1c(S(=O)(=O)N2CCN(c3ccc(F)cc3)CC2)c(=O)n(C)c(=O)n1C
(28) C/C(=N\N1CCN(Cc2ccccc2Cl)CC1)c1ccc(F)cc1
(29) O=C(NCC(=O)N(c1ccccc1)C(C(=O)NCC1CCCO1)c1ccccc1)c1cccs1 (stereo not drawn)
(30) Cc1nnc(NC(=O)c2ccc(S(=O)(=O)N3CC(C)OC(C)C3)cc2)o1 (stereo not drawn)
(31) CCN(CC)CCN1C(=O)C(=O)/C(=C(/O)c2cnn(-c3ccccc3)c2C)C1c1ccc(C)o1 (stereo not drawn)
(32) CCN1CCN(Cc2ccc(NC(=O)c3ccc(C)c(/C=C/c4cnc(Nc5cc(N6CCNCC6)nc(C)n5)cn4)c3)cc2C(F)(F)F)CC1
screen / no.	25	26	27	28	29	30	31	32
TAAR1 agonist	2	0	1	0	10	4	9	x
TAAR1 antag	-21	23	-12	-3	16	-12	6	x
M1 ag	-3	-2	2	-4	-5	-2	-5	-5&1
CHO parental Ca	-3	2	-8	-2	-11	1	0	-13
V1R ag counter	-0.1	1.9	1.8	1.1	2.3	-0.1	-0.1	0.5
M1 antag	-8	-5	-11	-19	-7	-6	-8	-11&-13
OXTR ag	3.4	1.4	0.1	-0.6	3.0	-0.7	1.5	0.4
CHRM1 PAM	5	3	15	16	4	5	4	-2&9
OXTR potentiator	0	-8	4	1	-6	-10	6	3

(33) Cc1ccc(SC(CC(=O)c2ccc(C)cc2)C(=O)O)cc1 (stereo not drawn)
(34) O=C(CSc1nnc(-c2ccccc2)c(-c2ccccc2)n1)N1CCOCC1
(35) COc1ccc2cc3cc(C(=O)N4CCCC(C)C4)oc3nc2c1 (stereo not drawn)
(36) O=C(COc1ccccc1Cl)N(Cc1ccco1)C1CCS(=O)(=O)C1 (stereo not drawn)
(37) CCOc1ccc(C(=O)Nc2ccc(NC(=O)c3ccco3)c(Cl)c2)cc1Cl
(38) Cc1cc(C(=O)Nc2ccc(N3CCCC3)c(Cl)c2)ccc1[N+](=O)[O-]
(39) O=S(=O)(Nc1ccc2c(c1)OCO2)c1ccccc1
(40) O=C(Nc1ccc(F)cc1)NC1CCN(Cc2nnnn2Cc2ccco2)CC1
(41) O=C(c1ccccc1)c1ccc(C(=O)N2CCN(c3ccccc3)CC2)cc1
screen / no.	33	34	35	36	37	38	39	40	41
TAAR1 agonist	3	11	-1	0	8	1	11	13	0
TAAR1 antag	9	-30	-4	-17	4	17	10	6	-6
M1 ag	1	-3	-3	7	-4	-7	-5	-2	-5
CHO parental Ca	-5	-14	-10	-13	-8	-2	-9	-1	x
V1R ag counter	0.9	-0.3	-0.3	0.2	-0.3	3.8	0.1	1.9	x
M1 antag	-3	-4	-5	-10	-6	13	-4	19	-10
OXTR ag	0.4	-1.9	0.6	0.8	0.3	-1.6	0.0	2.2	x
CHRM1 PAM	4	3	-1	16	5	-12	2	-7	7
OXTR potentiator	-1	-5	-5	2	-7	-13	-2	-5	x
